High-throughput results: PubChem, several laboratories
STAT1 inh: STAT1 signaling inhibition; inhibition, % at 5.5 µM; hit rate 0.35% among 200,000; NIH 3T3 STAT1-luciferase reporter, IFN-gamma, luminescence; AID 920;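 active = inhibition above a set limit, the mean inhibition across all tested compounds plus 3 SD, cut at about 34% in these data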;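 note: 0% = IFN-gamma with DMSO and 100% = IFN-gamma with 300 µM nifuroxazide; values of inactives mirror those of a sister screen read the other way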
STAT3 inh: inhibitors of IL-6 induced STAT3 signaling. U3A cells, IL-6 STAT3-luciferase reporter, luminescence; host cell line lacks STAT1. inhibition, % at 5.5 µM. hit rate 0.89% among 190,000;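 active = inhibition above the mean inhibition across all screened compounds plus 3 SD, cut at about 44% in these data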;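 note: 0% = DMSO only wells and 100% = 100 µM nifuroxazide control wells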
ROMK primary: human ROMK K+ channel modulation, primary screen; P48048; Tet-inducible ROMK, thallium flux fluorescence; actives lie on both sides; B-score at 10 µM; hit rate 2% among 130,000; AID 1918;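 active = signal ratio slope over the read window, or its plate-corrected B-score, at least 3 SD from the plate mean, either direction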;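 note: B-score of the F/F0 ratio slope over 7 to 12 s after thallium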
PPARg SRC3 recr: PPARgamma-driven SRC-3 recruitment agonism | P37231 | biochemical PPARgamma/SRC-3 coactivator recruitment assay | activation, % at 8 µM | hit rate 0.26% among 200,000 | AID 731; in the data active = activation above about 23%;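 note: 0% = DMSO and 100% = reference agonist; some compounds past the cut are filed as inactive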
Target sequence (P37231 whole entry, looked up): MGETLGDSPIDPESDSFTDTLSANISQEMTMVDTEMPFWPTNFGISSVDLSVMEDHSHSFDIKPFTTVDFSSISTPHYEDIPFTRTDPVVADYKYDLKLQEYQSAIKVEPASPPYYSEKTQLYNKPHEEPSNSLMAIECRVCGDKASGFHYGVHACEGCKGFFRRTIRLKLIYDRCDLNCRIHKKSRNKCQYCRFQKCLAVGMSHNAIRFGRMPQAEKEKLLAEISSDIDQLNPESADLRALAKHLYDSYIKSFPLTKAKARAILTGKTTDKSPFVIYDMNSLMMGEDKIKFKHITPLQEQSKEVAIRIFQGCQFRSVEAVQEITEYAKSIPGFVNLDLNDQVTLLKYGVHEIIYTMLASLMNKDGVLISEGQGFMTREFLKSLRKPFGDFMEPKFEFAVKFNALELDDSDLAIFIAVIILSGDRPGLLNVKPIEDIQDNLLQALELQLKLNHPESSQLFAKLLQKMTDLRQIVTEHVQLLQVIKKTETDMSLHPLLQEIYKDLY
RAM network inh: yeast RAM network inhibition. hit rate 1.8% among 190,000. S. cerevisiae dse1pr::URA3 reporter, 5-FOA growth OD615, 2 d; analog-sensitive cbk1-as2 kinase mutant strain. inhibition, % at 50 µM;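 active = inhibition above a set limit, 3 SD over mean compound inhibition, cut at about 8.4% in these data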;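 note: 0% = DMSO-only wells with no growth and 100% = 10 µM 1-NA-PP1 full growth; inhibition rescues growth on 5-FOA so higher OD means more RAM inhibition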
PPARg SRC2 recr: agonists of SRC-2 recruitment by human PPARgamma; activation, % at 8 µM; P37231; hit rate 0.34% among 200,000; PPARgamma LBD-SRC-2 recruitment, biochemical; in the data active = activation above about 22%;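 note: 0% = vehicle and 100% = reference agonist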
SRC2 TRFRET art: counter-screen for PPARgamma SRC-2 recruitment agonists: TR-FRET artefact; hits give high values; hit rate 0.4% among 200,000; TR-FRET ratio at 8 µM; in the data active = TR-FRET ratio above about 2000; note: inactives centre near 1500
S1P3 antag: S1P3 (human) receptor antagonism; Q99500; CHO S1P3 NFAT-BLA reporter, FRET fluorescence, antagonist mode; inhibition, % at 4.98 µM; hit rate 0.27% among 170,000; AID 485;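 active = inhibition above the plate cutoff, the mean inhibition of test wells on that plate plus 3 SD, cut at about 28% in these data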;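 note: cells challenged with S1P at its EC80 of 0.8 µM; blue over green emission ratio from cleaved BLA substrate after 4 h stimulation; 0% = S1P-stimulated wells and 100% = unstimulated DMSO-only wells; some compounds past the cut are filed as inactive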
Target sequence (Q99500 whole entry, looked up): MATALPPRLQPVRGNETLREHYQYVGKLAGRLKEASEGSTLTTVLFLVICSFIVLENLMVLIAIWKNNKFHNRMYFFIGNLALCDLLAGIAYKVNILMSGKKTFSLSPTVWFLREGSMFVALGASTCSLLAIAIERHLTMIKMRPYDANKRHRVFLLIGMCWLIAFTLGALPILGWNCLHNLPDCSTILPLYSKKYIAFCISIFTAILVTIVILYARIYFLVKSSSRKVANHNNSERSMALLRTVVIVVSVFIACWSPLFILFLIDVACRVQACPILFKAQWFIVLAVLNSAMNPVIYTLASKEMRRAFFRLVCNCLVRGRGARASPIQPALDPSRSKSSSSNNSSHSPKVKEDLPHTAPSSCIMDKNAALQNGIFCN
PPARg SRC-1 ag: promotes SRC-1 coactivator recruitment by human PPARgamma. AID 631. activation, % at 8 µM. PPARgamma-SRC-1 coactivator recruitment biochemical assay. hit rate 0.41% among 200,000; in the data active = activation above about 19%;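 note: 0% = DMSO and 100% = reference agonist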
STAT3 activator: increases IL-6 driven STAT3 reporter signal | U3A cells, IL-6 STAT3-luciferase reporter, luminescence; 100% = signal with IL-6 EC80 alone | activation (% of control), % at 5.6 µM | hit rate 0.91% among 190,000;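 active = activation above the screen-wide mean of compound activation plus 3 SD, cut at about 130% in these data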;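 note: 0% = background luminescence of wells with medium and substrate only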
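Material: STAT3-luciferase reporter U3A cells. Controls: IL-6-treated wells, 100% activation. Read-out: % activation versus median of IL-6-stimulated wells. Probe or stimulus: IL-6 stimulus at 33 ng/mL final. Timing: compound 1 h, then IL-6 6 h at 37 °C. Signal: reporter luminescence signal.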
TLR4-MyD88 BLA: blocks binding of human TLR4 to MyD88 | HeLa CL3-4 TLR4/MyD88 BLA complementation, FRET ratio | inhibition, % at 8.4 µM | hit rate 0.18% among 200,000 | AID 861; in the data active = inhibition above about 25%;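 note: 0% = vehicle and 100% = reference inhibitor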
* hit, by the source's call; / = not tested or not shown.

SMILES	STAT1 inh	STAT3 inh	ROMK primary	PPARg SRC3 recr	RAM network inh	PPARg SRC2 recr	SRC2 TRFRET art	S1P3 antag	PPARg SRC-1 ag	STAT3 activator	TLR4-MyD88 BLA
CSc1ccc(C(=O)C2CCCN(S(=O)(=O)N(C)C)C2)cc1 (stereo not drawn)	9	7	-0.37	4	10*	6	1753	0	10	98	-28
CC(C)(C)C1CCC(=NNC(=O)c2cc3c(s2)CCCC3)CC1 (stereo not drawn)	1	10	1	-2	-0.6	-1	1255	13	-1	94	6
Cc1cccc(C(=O)O/N=C/c2ccc(Br)cc2)c1	-8	9	/	-2	2.4	10	1453	11	7	94	5
Cc1ccc(S(=O)(=O)N2CC(O)CC2C(=O)NCc2ccc3c(c2)OCO3)cc1 (stereo not drawn)	-4	4	-0.51	0	2.4	0	1582	-22	0	97	6
Cc1c(Cl)cccc1NC(=O)Cn1c(-c2ccc(F)cc2)noc1=O	6	-8	/	3	2.3	3	1780	10	2	109	4
O=S(=O)(NCc1cccs1)c1cccc2cccnc12	13	12	/	5	-0.4	13	1662	-14	9	92	-23
COc1ccc(OCCSc2nnc(-c3ccccc3)n2N)cc1	1	8	1.5	-20	2.0	-5	1426	/	-2	97	10
COc1ccc(C(=O)NCC(=O)OCc2csc(-c3ccccc3)n2)cc1	1	3	0.087	-1	6.5	6	1631	-7	-2	97	-4
Cc1ccc(CSc2nnc(-c3ccncc3)n2C)cc1	5	17	/	-3	0.4	4	1573	/	-1	91	0
CCN(CC)C(=O)c1c[nH]c2ccc(S(=O)(=O)Nc3cc(C)cc(C)c3)cc2c1=O	-3	3	/	-7	0.3	1	1317	-5	-4	101	11
CC(C)C(c1nnnn1Cc1ccc(F)cc1)N1CCN(C2CCCC2)CC1 (stereo not drawn)	10	0	-4.6*	0	2.6	-1	1521	-11	0	103	9
Cc1cc(C)cc(NS(=O)(=O)c2cnc(Cl)c(Cl)c2)c1	-3	-4	-1.1	4	-1.4	2	1496	/	-2	104	-6
Cc1ccc(-c2n[nH]c(=S)n2/N=C/c2ccncc2)cc1	2	7	0.56	7	3.2	-3	1654	-1	4	96	6
CCOC(=S)NC(=O)c1sc2ccccc2c1Cl	7	11	/	7	0.8	8	1592	/	-2	91	15
CC1CCc2sc(C(=O)OCC(=O)NCc3ccc(F)cc3)cc2C1 (stereo not drawn)	1	-15	/	-4	4.8	6	1525	-5	6	108	1
CC(C)(C)c1ccc(/C=C2\SC(=O)N=C2N)cc1	-17	3	-0.25	-2	3.7	-1	1572	-11	6	103	-1
Cc1ccc2oc(=O)c(/C=C(\O)CC(C)C)nc2c1	16	-2	0.57	1	-0.1	-2	1341	-6	4	103	-6
Cc1c(Cl)cccc1NC(=O)C(=O)NNC(=O)c1ccccc1F	-10	20	10*	2	0.1	-4	1655	-6	-7	87	-1
CCOCC(=O)Nc1ccc(S(=O)(=O)Nc2ncccn2)cc1	-4	6	-0.35	-5	2.4	11	1568	-3	4	97	2
CCCCCn1ccc(=N)cc1	14	29	/	-4	0.9	-8	1435	-18	3	79	8
COCCN1C(=O)CS/C1=C(/C#N)C(=O)NCc1ccco1	-1	-5	-0.42	1	-0.5	-1	1395	-12	2	106	-1
Cc1c(C(=O)Nc2ccc3c(c2)OCO3)sc2nc(-c3ccccc3)cn12	10	38	/	-8	4.6	8	1417	26	-6	72	-6
CCCCn1nnnc1NCc1ccc(N(CC)CC)cc1	1	-8	-0.32	-2	2.0	-4	1232	/	1	104	-7
S=C(Nc1ccc(N2CCOCC2)cc1)Nc1ccc2nc(-c3ccco3)c(-c3ccco3)nc2c1	6	10	-1.9	-8	2.7	9	1465	/	2	92	-5
CCN(CC)S(=O)(=O)c1ccc(C(=O)NCC(c2ccc(OC)cc2)N2CCOCC2)cc1 (stereo not drawn)	-5	-4	-0.2	-5	-0.6	4	1352	1	-5	104	3

The listing continues.
SMILES	STAT1 inh	STAT3 inh	ROMK primary	PPARg SRC3 recr	RAM network inh	PPARg SRC2 recr	SRC2 TRFRET art	S1P3 antag	PPARg SRC-1 ag	STAT3 activator	TLR4-MyD88 BLA
CCCCn1c(=N)n(CC(=O)O)c2ccccc21	-3	0	0.015	1	0.1	1	1545	-4	8	104	4
CCOc1ncccc1C(=O)OCc1ccccc1	-4	0	-0.64	8	-0.4	0	1530	0	2	103	-5
CCN1CCN(c2cc(C)c3cc(NC(=S)N4CCCC4)ccc3n2)CC1	-15	-2	-0.12	4	2.9	3	1439	-22	4	103	-3
Cc1cccc(OC(=O)c2ccncc2)c1C	-6	3	-0.0086	6	-0.5	14	1557	-18	4	101	3
CCOc1ccc(NC(=O)COc2nsnc2N2CCCCC2)cc1	2	3	0.15	-7	5.8	-2	1523	-24	4	99	3
Cn1c(=O)c(S(=O)(=O)C(C)(C)C)c(O)c2ccccc21	-12	-4	-0.13	0	-0.1	-9	1584	-3	-6	104	-5
COc1ccc2c(c1OC)C(=O)N1c3cccc(Cl)c3C(=O)OC21 (stereo not drawn)	-4	7	0.75	7	-0.5	0	1564	-20	-3	96	-5
CCOC(=O)N1CCN(C(=O)c2ccc(CNS(=O)(=O)c3ccc(OC)cc3)cc2)CC1	-3	3	/	4	1.7	0	1502	-89	8	104	8
O=C(CC1CCCCC1)NCCCN1CCOCC1	-6	2	/	-4	0.3	2	1519	18	1	103	8
N#Cc1nc(-c2cccc3ccccc23)oc1NCCN1CCOCC1	-11	-4	/	3	-0.8	4	1593	2	-9	108	9
O=C(NCc1ccc(Cl)cc1)c1noc2c1CCCC2	3	4	-0.54	-4	-1.6	1	1537	-6	-2	101	12
CC1(C)CC(NC(=O)C(Cl)(Cl)Cl)CC(C)(C)N1	-6	-6	1.3	-1	1.7	0	1366	-9	0	109	2
N/C(=N\O)c1ccccc1N1CCCCC1	13	9	0.25	3	2.5	3	1663	-3	8	102	0
CCN1C(=O)C(O)(CC(=O)c2c(C)coc2C)c2ccccc21 (stereo not drawn)	-8	8	0.83	10	2.7	4	1825	-9	5	98	-1
CCOC(=O)CC(=O)Nc1ccc(C(=O)OCC)cc1	-7	1	/	-5	0.5	-2	1552	19	-1	101	5
CCC(=O)NC(=S)Nc1ccc(NC(=O)c2ccco2)cc1	-24	18	/	5	1.6	7	1771	-1	9	90	3
CC1CCN(C(=O)c2ccc(NC(=O)C3CCCO3)cc2)CC1 (stereo not drawn)	6	21	/	-5	0.7	2	1486	/	-3	87	-8
CCCCc1nc(NCCN2CCOCC2)c(C#N)c2c1COC(C)(C)C2	0	-7	/	-11	-0.1	1	1490	/	-3	109	7
CCN1C(=O)CSc2ccc(C(=O)NCc3ccccc3OC)cc21	-3	19	/	3	1.0	6	1529	/	-1	93	9
CC(=NCc1cccc(Cl)c1)c1nc(-c2ccco2)oc1O	2	21	-1.2	-2	4.8	-6	1426	-9	-5	83	-7
Cc1nc2ccc(NC(=O)N3CCSCC3)cc2s1	-10	-7	-0.1	10	0.9	6	1676	-11	5	106	-5
COc1cc(-c2n[nH]c(=S)n2-c2cccc(C(F)(F)F)c2)cc(OC)c1OC	0	8	/	7	-1.2	3	1825	3	7	93	4
CCN1CCN(/C=N/c2nc3c(s2)CCCC3)CC1	-14	52*	0.67	-10	1.4	-1	1515	8	6	58	-4
CS(=O)(=O)N(CC(=O)N1CCc2ccccc2C1)Cc1ccc(Cl)cc1	7	5	0.68	-3	0.8	6	1491	/	-2	102	-2
CCOC(=O)N1CCC(NC(=O)CS(=O)(=O)Cc2nc(-c3cccc(OC)c3)oc2C)CC1	1	7	/	5	0.3	2	1793	26	10	98	-6

Continuation.
SMILES	STAT1 inh	STAT3 inh	ROMK primary	PPARg SRC3 recr	RAM network inh	PPARg SRC2 recr	SRC2 TRFRET art	S1P3 antag	PPARg SRC-1 ag	STAT3 activator	TLR4-MyD88 BLA
COc1ccc(CCN(C)C(=O)CN2C(=O)c3ccccc3S2(=O)=O)cc1OC	-6	2	/	-8	0.1	-6	1234	4	3	104	-3
O=[N+]([O-])c1ccc(COc2cccc(CNc3ccc(Br)cc3)c2)cc1	6	-3	/	6	14*	9	1484	-2	0	99	-4
c1ccc2c(c1)ncn2CCC1CCCCC1	-3	12	/	2	0.5	-8	1518	-12	10	93	4
Cc1ccc(C2CC2c2n[nH]c(=S)n2-c2cccc(Cl)c2)cc1 (stereo not drawn)	4	4	/	0	4.0	-5	1425	3	-1	98	0
CCn1nc(C)c(NC(=O)c2cc(Br)ccc2Cl)c1C	-6	8	/	2	2.6	0	1576	12	5	97	-4
COc1ccc(C(=O)NC(C(=O)NCc2ccccc2OC)C(C)C)cc1 (stereo not drawn)	0	4	-0.57	-5	2.4	-9	1460	-11	0	104	-11
CCOC(=O)Cc1csc(NC(=O)c2ccc(C)cc2)n1	8	9	-0.38	-1	-0.6	-10	1517	-18	-6	100	6
CCN(CC)c1c2c(c(C#N)c3nc4ccccc4n13)CCC2	1	20	1.7	21	1.5	5	1464	/	4	86	-2
COc1cc(NC(=S)Nc2ccccn2)c(OC)cc1Cl	-17	-19	-0.18	0	3.4	2	1455	-10	-6	120	8
O=C1CSC(=S)N1N=C1CCCCCC1	0	7	0.035	-1	-0.4	2	1616	5	15	97	-9
COC(=O)C1CC(Cl)CN1c1ncc(C(F)(F)F)cc1Cl (stereo not drawn)	10	14	0.16	1	0.8	-1	1668	3	6	92	6
COCc1ccc([C@@H]2C[C@H]3CN(Cc4cccc(Cl)c4)C(=O)[C@]34CCCN24)o1	0	-3	-0.00066	1	-0.4	-7	1393	-16	-5	104	-4
CN1CCN(/C=N/c2c(C#N)cnn2-c2ccccc2)CC1	1	-3	/	-4	0.7	13	1423	-14	1	105	-4
COc1cc(NC(=S)N2CCN(c3ccccn3)CC2)cc(OC)c1	7	-2	/	4	1.0	4	1580	0	-1	98	-1
COC(=O)CSc1snnc1-c1ccc(Cl)c(Cl)c1	-8	12	/	-1	0.1	4	1547	/	6	93	-5
CC12CCC(=O)N1C(C(=O)OCC(=O)Nc1sccc1C#N)CS2 (stereo not drawn)	4	-8	0.012	9	-0.2	8	1720	-44	2	109	0
COC(=O)c1cc(C)sc1NC(=O)C1CC(=O)NN1Cc1ccccc1 (stereo not drawn)	1	-6	/	1	0.9	10	1696	-7	4	108	-8
Cc1nn(Cc2ccccc2)c(C)c1NC(=O)CSc1nnc(-c2cc(Cl)ccc2O)n1C	10	-2	-0.0051	0	-0.2	2	1609	-14	-6	105	13
CCOC(=O)CSc1nc(N)c(C#N)c(-c2ccc(OCC)cc2)c1C#N	9	6	/	12	6.9	3	1521	33	9	97	0
Cc1nc2ccccc2c(=O)n1/N=C/c1ccc(N(C)C)cc1	-17	17	/	3	0.3	5	1560	7	0	90	-6
